ASAP1 GAP inh – inhibitors of human ASAP1 ArfGAP activity | Q9ULH1 | ASAP1-stimulated ARF1 GTP hydrolysis, GDP FP detection | inhibition, % at 16.5 µM | actives 0.19% (n = 360,000); in the data active = inhibition above about 25%;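 note: 0% = vehicle with enzyme and substrate and 100% = no enzyme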
Target sequence (Q9ULH1 325-724 limits assumed): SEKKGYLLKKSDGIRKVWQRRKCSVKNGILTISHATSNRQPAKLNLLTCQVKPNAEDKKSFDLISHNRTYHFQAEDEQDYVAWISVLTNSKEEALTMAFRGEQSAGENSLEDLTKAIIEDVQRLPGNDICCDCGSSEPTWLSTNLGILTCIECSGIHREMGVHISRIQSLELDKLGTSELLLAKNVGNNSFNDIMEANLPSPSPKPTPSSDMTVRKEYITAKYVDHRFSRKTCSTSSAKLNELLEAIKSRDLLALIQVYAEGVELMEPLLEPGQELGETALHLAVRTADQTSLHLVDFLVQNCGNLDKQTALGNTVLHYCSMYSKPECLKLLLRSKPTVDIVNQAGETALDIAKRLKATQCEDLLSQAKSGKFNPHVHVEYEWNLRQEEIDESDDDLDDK
NPR2 activator – GC-B (human) receptor activation; P20594; HEK293-GC-B cells, CNP EC30, cGMP TR-FRET; 0% at EC30 CNP, 100% saturating CNP; activation, % at 10 µM; actives 0.11% (n = 370,000); AID 1920062;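 active = activation at 10 µM reaching about 35% in either raw or pattern-adjusted values, limit read from the data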
rCAG RNA binder – r(CAG) repeat RNA binding; actives 1.3% (n = 370,000); inhibition, % at 3 µM; TO-PRO-1 dye displacement fluorescence;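 active = inhibition above the plate cutoff, the mean of all test compounds on that plate plus 3 SD, cut at about 35% in these data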;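 note: 0% = DMSO alone and 100% = 100 µM mitoxantrone as full dye displacement; higher means more dye released from RNA so lower well fluorescence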
ADAM10 inh – inhibitors of human ADAM10; AID 720582; actives 0.62% (n = 370,000); recombinant ADAM10, EDANS/DABCYL FRET peptide cleavage, 3 h; inhibition, % at 7 µM;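 active = inhibition above a per-campaign cutoff equal to the mean of compounds falling between control-based bounds plus 3 SD, cut at about 20% in these data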;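 note: 0% = DMSO wells while the 100% control is not disclosed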
HGIII-sPLA2 inh – Inhibits HGIII-sPLA2 liposome hydrolysis, primary screen; Q9NZ20; QFRET BODIPY PC-A2 liposome hydrolysis, fluorescence; inhibition, % at 12.2 µM; actives 0.56% (n = 370,000); AID 743126;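 active = inhibition above mean plus 3 SD of compounds lying within the high and low control bounds, cut at about 19% in these data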;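 note: 0% = median of test compound wells and 100% = no enzyme DMSO wells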
Tn6 DDE FP – DD(E)-Tn6 binding inhibition, primary FP screen | actives 0.21% (n = 370,000) | P02675 | inhibition, % at 8.3 µM | Fibrin DD(E) TRITC-Tn6 fluorescence polarization displacement | AID 720509;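 active = inhibition above a per-campaign cutoff: mean of compounds within control limits plus 3 SD, cut at about 15% in these data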;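 note: 0% = median of all compound wells on the plate and 100% = blocking peptide control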
Target sequence (P02675 whole entry, looked up): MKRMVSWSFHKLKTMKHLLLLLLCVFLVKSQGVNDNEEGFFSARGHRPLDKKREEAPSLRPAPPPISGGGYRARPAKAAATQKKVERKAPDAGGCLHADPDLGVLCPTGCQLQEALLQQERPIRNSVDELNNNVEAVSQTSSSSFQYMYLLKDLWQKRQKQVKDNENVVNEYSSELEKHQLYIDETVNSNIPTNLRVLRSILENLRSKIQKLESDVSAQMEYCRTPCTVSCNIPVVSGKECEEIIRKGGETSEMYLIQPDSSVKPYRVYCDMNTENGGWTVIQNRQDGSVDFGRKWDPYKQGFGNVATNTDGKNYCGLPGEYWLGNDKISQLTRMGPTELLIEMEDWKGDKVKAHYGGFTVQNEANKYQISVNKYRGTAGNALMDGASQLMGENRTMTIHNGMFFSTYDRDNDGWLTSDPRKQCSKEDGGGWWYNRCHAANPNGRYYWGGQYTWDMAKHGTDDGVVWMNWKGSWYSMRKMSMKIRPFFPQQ
FXN GAA850 act – increases GAA850 frataxin promoter reporter activity. HEK293 lucGAA850 FXN promoter luciferase reporter, 24 h; percent of 10 µM SAHA response. activation, % at 6 µM. actives 0.56% (n = 360,000). AID 540364;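 active = activation above the average of all compounds screened plus 3 SD, cutoff fixed separately per campaign, cut at about 7.5% in these data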;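 note: 0% = DMSO wells and 100% = 10 µM SAHA wells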
GC-A act – GC-A (human) enzyme activation; P16066; actives 0.14% (n = 370,000); activation, % at 10 µM; HEK293 GC-A cells, cGMP TR-FRET, EC30 ANP; 0% at EC30 ANP, 100% saturating ANP; in the data active = activation above about 40%
KLK7 zymogen act – activators of human kallikrein-7 zymogen. AID 652039. activation, % at 7 µM. actives 0.9% (n = 370,000). purified proKLK7, EDANS-DABCYL substrate fluorescence; 100% is mature enzyme control, 0% vehicle;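 active = activation above the mean of all tested compounds plus 3 SD, computed per campaign excluding outliers beyond control limits, cut at about 13% in these data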
ARFGAP1 inhibitor – inhibits rat ARF GTPase activating protein 1; actives 0.26% (n = 360,000); Arfgap1-stimulated ARF1 GTP hydrolysis, GDP FP detection; inhibition, % at 16.5 µM;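 active = inhibition above a per-plate limit, mean inhibition of low control wells plus 3 SD, cut at about 25% in these data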;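 note: 0% = DMSO wells with enzyme and 100% = wells lacking Arfgap1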
Target sequence (Q62848 1-136 limits assumed): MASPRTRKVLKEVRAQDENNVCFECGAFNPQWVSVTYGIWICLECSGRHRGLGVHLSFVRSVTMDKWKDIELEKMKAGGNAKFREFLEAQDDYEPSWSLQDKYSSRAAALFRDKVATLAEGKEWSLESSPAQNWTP
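system = rat Arfgap1 catalytic domain, aa 1-136 | technique = FP, GDP Alexa 633 tracer displaced from anti-GDP antibody, 620/688 nm | compound = one concentration, 16.5 µM, DMSO 1.26% | medium = HEPES-based buffer, pH 7.5 | timing = compound-enzyme preincubation 20 min, reaction 120 min, detection 60 min, 25 °C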
An asterisk follows results filed as active; i = inactive; / = not tested or not shown.

SMILES	ASAP1 GAP inh	NPR2 activator	rCAG RNA binder	ADAM10 inh	HGIII-sPLA2 inh	Tn6 DDE FP	FXN GAA850 act	GC-A act	KLK7 zymogen act	ARFGAP1 inhibitor
CCNC(=O)CC1SC(=Nc2cccc(Cl)c2C)N(C)C1=O (stereo not drawn)	-2	3	-5	4	2	-2	1.6	-2	-0.2	7
CS(=O)(=O)c1ccc2nc(NC(=O)c3cccs3)sc2c1	7	0	1	-5	-2	11	0.6	-3	0.9	-2
CCC(=O)Nc1c(S(=O)(=O)c2ccccc2)c2nc3ccccc3nc2n1Cc1ccccc1	9	-3	16	i	6	-1	-1.0	-9	-55	-6
CCCCNC(=O)C1(C(C)=O)CC(C(=O)OCC)=NO1 (stereo not drawn)	/	4	0	-3	6	9	/	-2	-0.7	/
COc1ccc(NC(=O)CN(C)C(=O)CN2C(=O)C3CCCCC3C2=O)cc1 (stereo not drawn)	10	-2	0	-2	1	-2	1.4	1	-0.3	-7
Cc1ccc2c(c1C)OC(=O)CC2(C)C	4	3	0	-7	7	-1	0.4	-2	-0.4	8
C/C(=N\NC(=O)c1cc(-c2cccc([N+](=O)[O-])c2)n[nH]1)c1ccccc1O	136*	-2	5	10	8	-1	2.6	6	-0.3	54*
COc1c(O)c(O)c2oc(-c3ccccc3)cc(=O)c2c1OC	2	-5	9	2	32*	-10	-2.4	-1	-0.1	6
CCCCn1c(N)c(N(CC(C)C)C(=O)c2ccc(N3C(=O)c4ccccc4C3=O)cc2)c(=O)[nH]c1=O	-10	2	-2	-26	-2	-9	-1.0	1	-0.7	-14
Cc1ccccc1NC(=O)Cn1cc(C(=O)C2CC2)c2ccccc21	-10	-2	2	1	1	1	-0.1	5	-1.2	6
Cc1cc(SCC(=O)Nc2ccccc2C)nc(C)n1	-3	5	1	-6	-3	1	4.7	0	-0.1	3
Cc1ccn2c(=O)nc(SCC(=O)N3CCC(Cc4ccccc4)CC3)nc2c1	-6	2	0	-14	4	-1	1.2	-1	0.9	7
Cc1cccnc1NC(=O)CCc1nnc2ccc(NCc3ccco3)nn12	11	0	7	-8	-1	-8	-0.6	2	-0.1	5
COc1ccc(N2Cc3cccc(C(=O)NC(C)CCc4ccco4)c3C2=O)cc1 (stereo not drawn)	-2	-4	23	-19	-15	-1	0.8	-2	-2.9	0
CCc1ccc2c(c1)cc(CN(C(=S)Nc1cccc(C)c1)C1CC1)c1nnnn12	7	1	2	15	5	0	-0.3	6	-0.3	-1
O=C(NCC1(c2ccccc2)CCCC1)c1cccc(Br)c1	-10	-14	-4	12	-4	3	-0.3	-19	0.6	6
O=C(CSc1nnnn1-c1ccc(Cl)cc1)N1CCNC1=O	-5	0	2	-55	-5	-3	-0.6	2	-3.9	6
COc1ccc(NC2CCCN(C(=O)c3cccs3)C2)cc1 (stereo not drawn)	7	-4	-1	7	11	-2	2.3	5	0.3	2
CC(C(=O)Nc1ccccc1Oc1ccccc1)c1ccccc1 (stereo not drawn)	-11	-5	-6	3	11	-4	-0.5	-7	-1.1	-10
CCN(CC1CCCN(CCc2cccc(OC)c2)C1)C(=O)C=C(C)C (stereo not drawn)	-4	-3	-4	-1	-6	2	0.0	2	0.0	-3
CNC(=O)N(O)C1N(NC(=O)Nc2ccccc2)C(=S)SC1(C)C (stereo not drawn)	12	6	-2	-5	4	-5	0.5	0	-0.4	-8
Cc1ccccc1Cn1cnc2c(oc3ccccc32)c1=O	1	4	-1	3	-6	0	-0.3	1	-0.4	1
Cc1nnc(SCc2nnc(-c3ccccc3Br)o2)n1-c1ccccc1	5	1	-3	-7	-1	4	-0.2	-1	0.1	1
Cc1nn(-c2ccc(F)cc2)c(C)c1NS(=O)(=O)c1ccc2ccccc2c1	7	-4	2	10	-28	-1	4.5	-6	0.0	-1
N#Cc1cc2c(nc1Cl)CCCC2	-3	-3	0	-2	-3	0	2.4	0	-0.9	5

Reformatted with two lines to a compound: 2 of the compounds above.
Values run as follows: ASAP1 GAP inh, NPR2 activator, rCAG RNA binder, ADAM10 inh, HGIII-sPLA2 inh, Tn6 DDE FP, FXN GAA850 act, GC-A act, KLK7 zymogen act, ARFGAP1 inhibitor
C/C(=N\NC(=O)c1cc(-c2cccc([N+](=O)[O-])c2)n[nH]1)c1ccccc1O
    136*, -2, 5, 10, 8, -1, 2.6, 6, -0.3, 54*
COc1c(O)c(O)c2oc(-c3ccccc3)cc(=O)c2c1OC
    2, -5, 9, 2, 32*, -10, -2.4, -1, -0.1, 6

Rewritten with two lines to a compound: part of the list above.
Each structure is followed by: ASAP1 GAP inh, NPR2 activator, rCAG RNA binder, ADAM10 inh, HGIII-sPLA2 inh, Tn6 DDE FP, FXN GAA850 act, GC-A act, KLK7 zymogen act, ARFGAP1 inhibitor
COc1ccc(NC2CCCN(C(=O)c3cccs3)C2)cc1 (stereo not drawn)
    7, -4, -1, 7, 11, -2, 2.3, 5, 0.3, 2
Cc1cccnc1NC(=O)CCc1nnc2ccc(NCc3ccco3)nn12
    11, 0, 7, -8, -1, -8, -0.6, 2, -0.1, 5
COc1c(O)c(O)c2oc(-c3ccccc3)cc(=O)c2c1OC
    2, -5, 9, 2, 32*, -10, -2.4, -1, -0.1, 6
Cc1ccc2c(c1C)OC(=O)CC2(C)C
    4, 3, 0, -7, 7, -1, 0.4, -2, -0.4, 8
CS(=O)(=O)c1ccc2nc(NC(=O)c3cccs3)sc2c1
    7, 0, 1, -5, -2, 11, 0.6, -3, 0.9, -2
N#Cc1cc2c(nc1Cl)CCCC2
    -3, -3, 0, -2, -3, 0, 2.4, 0, -0.9, 5

Carrying on.
SMILES	ASAP1 GAP inh	NPR2 activator	rCAG RNA binder	ADAM10 inh	HGIII-sPLA2 inh	Tn6 DDE FP	FXN GAA850 act	GC-A act	KLK7 zymogen act	ARFGAP1 inhibitor
CN(C)S(=O)(=O)Nc1cccc(-c2cn3c(n2)SCC3)c1	3	-5	5	5	-2	-3	0.5	1	-0.1	-5
CCOC(=O)CC[C@@]1(C(=O)OCC)C[C@@H](CC(=O)N2CCSCC2)C(=O)N2CCCC=C21	/	-2	4	4	15	-9	/	2	-0.9	/
O=C(CSc1nnc(-c2ccc(Cl)cc2Cl)n1C1CCCCC1)N1CCCC1	-9	-9	-7	14	-7	4	-2.2	-9	0.7	-2
O=C(Cc1cccs1)Nc1ccc(Cl)c(S(=O)(=O)N2CCOCC2)c1	2	2	6	-5	-8	1	0.5	0	0.6	-2
CCC(=O)c1ccc(OCC(=O)OCC(=O)c2c(N)n(C)c(=O)n(C)c2=O)cc1	-3	-3	-1	-15	0	0	-0.1	4	0.1	5
COc1cc(/C=C(\C#N)C(=O)c2c(C)[nH]c3ccccc23)cc(OC)c1OC	5	1	2	6	-4	2	1.6	5	-0.4	-4
C[C@H]1CN([C@@H](C)CO)C(=O)CCCn2nncc2CO[C@@H]1CN(C)Cc1ccccc1C(F)(F)F	8	-3	1	-5	1	-4	-3.7	-3	0.7	-3
COCCSc1nnc(NC(=O)CS(=O)(=O)c2ccccc2)s1	12	-5	5	7	-1	-3	0.2	1	-0.1	8
COc1cc(OC)c(OC)cc1/C=C/c1cc(C(=O)O)c2ccccc2n1	8	-2	5	-5	-3	10	3.7	7	-0.1	7
O=S(=O)(N1CCCCCC1)N1CCN(S(=O)(=O)N2CCCCC2)CC1	-1	2	-5	-8	4	4	-4.0	0	-0.7	9
NNC(=O)c1[nH]c(-c2ccccc2)cc1-c1ccccc1	0	-2	10	-5	7	-5	-0.8	-2	-1.6	3
O=C(CN1CCOCC1)Nc1ccccc1F	-2	-4	-1	7	3	10	1.2	2	-0.1	2
Cc1ccc(-c2csc(SCC(=O)c3c(N)n(C4CC4)c(=O)[nH]c3=O)n2)cc1	9	5	4	0	8	8	-2.6	-3	0.0	2
COc1cc(C(=O)Oc2cccc(Nc3ncnc4ccccc34)c2)cc(OC)c1OC	10	/	4	-11	-12	3	-7.9	/	-2.0	13
CCC(C)/C(C)=N/NC(=O)CSc1nc2ccccc2[nH]1 (stereo not drawn)	-7	-11	4	-2	-1	5	0.8	-5	0.6	2
O=C1CC(c2ccc3c(c2)OCO3)C2=C(CCCC2=O)N1 (stereo not drawn)	7	6	1	7	3	6	-0.3	2	0.8	15
O=c1c2cc3c(cc2[nH]c(=S)n1Cc1ccco1)OCO3	4	2	10	4	14	-4	3.5	3	-0.3	15
CC(=O)NCCC(=O)N(Cc1ccccc1)c1nc2c(C)cccc2s1	-9	-9	-4	0	-12	-7	0.0	-16	0.1	12
Cc1ccc(N2C(=O)c3n[nH]c(C)c3C2c2cccnc2)cc1 (stereo not drawn)	5	-7	3	18	1	4	0.0	-4	0.6	5
CC(C)(C)OC(=O)NCc1ccc(NC(=O)c2nc[nH]c2C(=O)NCCCCCCNC(=O)c2[nH]cnc2C(=O)Nc2ccc(CNC(=O)OC(C)(C)C)cc2)cc1	-9	-2	4	-2	4	-7	1.3	1	-0.5	-6
CCOC(=O)c1c(NC(=O)COC(=O)c2cc(OC)c(OC)cc2[N+](=O)[O-])sc(C)c1C	0	0	7	1	6	3	3.3	3	-0.2	2
N#Cc1cc(Sc2ccccn2)c([N+](=O)[O-])cc1C#N	11	-2	31	-39	-6	-4	2.4	11	0.7	4
COc1cc(-c2nc(CN3CCCN(C(=O)c4ccco4)CC3)c(C)o2)ccc1F	-10	-7	-2	-9	-3	1	2.1	-1	-0.2	2
Cc1cc(N2CCCCC2)nc(-c2ccc(Br)cc2)n1	2	-9	-2	5	2	2	3.2	-8	0.8	-4
O=C(Nc1ccc(C(F)(F)F)cc1)C1CC(=O)N(c2ccc3c(c2)OCCO3)C1 (stereo not drawn)	2	3	9	10	-7	-8	-3.4	2	0.8	0
N#Cc1ccccc1OCC(=O)Nc1cccc(S(=O)(=O)N2CCCC2)c1	-6	-7	5	-8	5	-6	0.4	-10	-0.3	1
CC1=C(C(=O)N(C(C)C)C(C)C)CC(CC(=O)NCc2ccco2)C(=O)N1Cc1ccc(C(C)(C)C)cc1 (stereo not drawn)	-3	-1	0	-13	-12	3	/	1	-0.6	0
CC(Sc1nnc(-c2ccccc2F)n1C1CC1)C(=O)N1CCCC1 (stereo not drawn)	4	2	-1	-20	14	0	-1.9	1	-0.2	-5
C/C(N)=C(/C#N)C(=O)CSc1nnnn1-c1ccccc1	1	-5	4	8	-11	0	1.4	2	0.2	1
Cc1cn([C@H]2C[C@H](O)[C@@H](CNC(=O)[C@@H]3C[C@H](F)CN3)O2)c(=O)[nH]c1=O	-1	3	0	-6	10	-3	0.5	-2	0.3	3
